Assay outcomes (PubChem BioAssay)
ER stress rescue: protection against thapsigargin-triggered cell killing – 384-well, CSM14.1, ATP luminescence, primary screen (AID 1222); 190,000 tested, under 10 active; CSM14.1 thapsigargin-induced death rescue, ATP luminescence; higher % means a stronger effect; one-dose cellular ATP content (survival), % at 20 µM; EC50 in µM for titrated hits;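 active means EC50 below 50 µM in the dose-response confirmation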;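 further: death triggered by thapsigargin at about 15 µM added after 2 h compound pretreatment; cell ATP read after overnight thapsigargin exposure of roughly 18 to 22 hours; normalized against plate controls of thapsigargin alone and 5% DMSO vehicle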
Autophagy HCS: autophagy modulation, high-content screen; MEF GFP-LC3 puncta imaging; test concentration mostly 10 µM; calls only at 10 µM (by protocol); actives 0.98% (n = 190,000);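 active means percentage of spot-positive cells more than 3 SD above its plate mean, without a fluorescence outlier flag or 80% toxicity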;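 further: spot-positive cell cutoff set from DMSO-treated cells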
Lipid droplet: hepatic lipid droplet formation modulation; AML12 mouse hepatocytes, oleate lipid droplets, BODIPY imaging; inhibition, % at 6.5 µM; actives 0.4% (n = 240,000);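 active means lipid droplet intensity inhibited by at least 50%, with more than 500 cells counted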
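Assay system: AML12 mouse liver cells | Compound: 6.5 µM single-point dosing | Schedule: Overnight exposure | Technique: Fluorescence imaging, 20x objective, two fields per well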
Dynein cargo inh: dynein cargo transport inhibition | 3617.4 mouse cells, GR-EGFP nuclear translocation imaging; test concentration mostly 20 µM; stimulated with dexamethasone, 1 µM; hits give low values | z-score, hits read low | actives 0.47% (n = 220,000) | AID 1381;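 active means plate z-score of nuclear minus cytoplasmic receptor signal below a set negative limit, without overly bright fluorescence or cell loss, cut at about -3.5 in these data, passing the limit was not always enough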;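 further: z-score of nuclear minus cytoplasmic ring GR-EGFP intensity difference per well; some compounds called inactive have numbers as strong as hits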
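Buffer or medium: tet-free medium with charcoal-stripped serum / Also added: dexamethasone agonist, 1.0 µM final, for 30 min / Timing: induction 48 h, compound 1 h, agonist 30 min / Measured by: high-content fluorescence imaging after fixation / Read-out: nuclear-to-cytoplasmic GR-EGFP distribution per well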
WT yeast gro inh: growth inhibition of WT yeast, mitochondrial fusion screen. mitochondrial fusion phenotypic screen, WT strain. inhibition, % at 10 µM. actives 2.1% (n = 190,000). AID 1362; in the data active means inhibition above about 58%; tested in S. cerevisiae
XIAP displacement: XIAP antagonists, biochemical, IAP family, fluorescence polarization (AID 1018); displacement, % at 20 µM; hits with a dose series show IC50 in µM; XIAP BIR domain, fluorescence polarization peptide displacement; higher % means a stronger effect; actives 0.007% (n = 200,000); in the data active means displacement above about 50%; further: a part of the inactive calls stands beside numbers as strong as those of hits
MT stabilize HCS: microtubule stabilizers in HeLa cells; HeLa tubulin immunostaining HCS, 24 h; share of cells brighter than vehicle mean+2SD; % tubulin-high responders, % at 10 µM; actives 0.83% (n = 200,000);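 active means plate Z-score above 3 for both tubulin-high and condensed-nucleus cell shares, with cell loss under 80%, at 10 µM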;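 further: anti alpha tubulin signal scored within the nucleus-defined area of each cell; some results filed as inactive read as strong as hits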
bCat nuc transl: alters nuclear translocation of beta-catenin in HeLa cells; nuclear translocation activity, % at 5 µM; immunofluorescence imaging; actives 0.3% (n = 190,000); AID 1665;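 active means nuclear translocation activity above 50% at 5 µM, with a well cell count of 50 or more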;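 further: per-cell ratio of nuclear to cytoplasmic median beta-catenin stain intensity; plate controls were DMSO negative control for no effect and GSK-3 inhibitor IX positive control for full effect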
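Test system: human HeLa cells, endogenous beta-catenin. Times: 24 h compound exposure, 37°C. Measured by: beta-catenin immunofluorescence imaging with DAPI.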
Insulin prom up: MIN6 insulin promoter up-regulation; actives 0.3% (n = 190,000); AID 1625; z-score at 5 µM; MIN6 insulin promoter-GFP reporter, high-content imaging; hits give high values;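 active means z-score above 3 at 5 µM with at least 500 cells counted in the well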
WT yeast gro inh mutant strain: also measured in WT yeast gro inh; calls as there; inhibition, %; mitochondrial fusion phenotypic screen, mutant strain inhibition
Dynein cargo inh cytoplasmic EGFP: also measured in Dynein cargo inh; calls as there; z-score; measured here: cytoplasmic GR-EGFP intensity; hits give high values
Dynein cargo inh nuclear GR-EGFP: recorded beside Dynein cargo inh, whose call it bears; z-score; measured here: nuclear GR-EGFP intensity;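 lower value marks the stronger effect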
Dynein cargo inh cell count: also measured in Dynein cargo inh; calls as there; z-score; measured here: cell count per field
Insulin prom up cell count: second read-out of Insulin prom up, no call of its own (marks repeat the call); cell count; measured here: cytotoxicity, nuclei count;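 total cells summed across four imaged fields per well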
Lipid droplet cells 6.5 µM: further read-out of Lipid droplet, marked with its call; cell count; measured here: cell count, cytotoxicity flag;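 cells counted across two imaged fields per well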
bCat nuc transl cell count 5 µM: further read-out of bCat nuc transl, marked with its call; cell count; measured here: cell count, cytotoxicity flag
MT stabilize HCS Hoechst-high %: also measured in MT stabilize HCS; calls as there; % Hoechst-high responders; measured here: nuclear condensation Hoechst responders;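 share of cells brighter than vehicle mean plus two SD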
MT stabilize HCS cytotoxicity %: also measured in MT stabilize HCS; calls as there; toxicity, %; measured here: cytotoxicity by cell density;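 0% = mean cell density of plate MIN control wells and 100% = no cells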
Autophagy HCS cell loss 18 h: also measured in Autophagy HCS; calls as there; toxicity, %; measured here: cell loss, nuclei count;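 cell loss after 18 h compound exposure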
* hit, by the source's call; i = inactive; . = no result given.

SMILES	ER stress rescue	Autophagy HCS	Autophagy HCS cell loss 18 h	Lipid droplet	Lipid droplet cells 6.5 µM	Dynein cargo inh	Dynein cargo inh cytoplasmic EGFP	Dynein cargo inh nuclear GR-EGFP	Dynein cargo inh cell count	WT yeast gro inh	WT yeast gro inh mutant strain	XIAP displacement	MT stabilize HCS	MT stabilize HCS Hoechst-high %	MT stabilize HCS cytotoxicity %	bCat nuc transl	bCat nuc transl cell count 5 µM	Insulin prom up	Insulin prom up cell count
COc1cc(COc2ccc3c(C)c(Cc4ccccc4)c(=O)oc3c2)cc(OC)c1OC	-1.6%	i	27	13	678	1.4	-0.13	0.41	-1.7	2	13	-0.7%	4.1	1.8	3.4	-0.7	979	-0.12	1684
Cc1cccnc1NC(=O)CSc1nnc(Cc2ccccc2)o1	-2.4%	i	-12	9	805	0.19	-0.21	0.52	-1.1	-13	-8	-0.9%	4.3	2.1	4.5	-1.7	1245	0.51	1203
COc1cc(C(C)=O)ccc1COc1ccc(C(=O)OC(C)C(=O)NC(N)=O)cc1OC (stereo not drawn)	-2.3%	i	-3	-16	706	0.61	-0.25	0.62	-0.88	-11	-7	-3.6%	3.5	3.3	7.4	2.2	1120	-0.84	1467
CCC1CCCCN1Cc1ccc(OC)c(C)c1 (stereo not drawn)	-0.9%	i	-7	-11	740	1.1	0.0069	0.45	-0.89	-2	-3	-0.7%	2.6	1.8	18	.	.	0.41	944
CC(C)CNC(=O)c1cccc(NC(=O)COc2ccc([N+](=O)[O-])cc2)c1	1.0%	i	29	-3	731	2.5	-0.13	1.5	-1.6	13	15	-2.9%	3.4	1.8	2.6	0.7	995	-1.3	1439
CCOc1ccc(NC(=S)NC2CC3CCC(C2)N3Cc2ccco2)cc1 (stereo not drawn)	-1.7%	i	5	0	639	0.15	-0.31	-0.17	0.62	12	-4	-9.1%	5.7	1.2	10	-0.5	1511	0.07	1527
Cc1cccc(-n2ncc3c(N(CCO)CCO)ncnc32)c1	-0.1%	i	-12	8	779	0.028	-0.22	0.24	0.79	0	2	2.2%	2.9	1.8	1.5	-1.6	1158	-1.2	1318
Cc1nnc2ccc(-c3ccc(NC(=O)c4cccnc4Cl)cc3)nn12	-0.9%	i	3	7	759	0.15	-0.18	0.14	-0.32	3	-14	-1.6%	1.7	1.7	1.0	-0.7	1121	0.18	1259
Cc1ccc(-c2nc(CS(=O)CC(=O)NCCN(CC(C)C)CC(C)C)c(C)o2)cc1 (stereo not drawn)	1.5%	i	3	0	696	0.41	-0.16	0.14	0.14	1	7	-4.2%	4.0	3.1	6.8	-1.4	968	1.5	1939
Cc1nc(-c2cccs2)ccc1C(=O)O	-0.6%	i	12	1	654	-0.077	-0.25	-0.39	0.72	5	12	12%	1.9	2.5	8.6	1.1	1066	-0.9	1618
COc1ccc(NC(=O)O/N=C2/CCCc3ccc(OC)cc32)cc1	1.1%	i	-18	.	.	0.51	-0.22	0.9	-0.6	15	-25	0.0%	2.5	1.3	5.0	7.1	1198	-0.7	1325
CC(OC(=O)C1=COCCO1)C(=O)Nc1ccccc1C#N (stereo not drawn)	1.6%	i	1	9	715	-0.31	-0.2	-0.24	-0.42	8	9	-4.8%	1.5	1.9	3.2	1.2	1065	-0.44	1333
CCCOc1ccc(C(CC(=O)O)NC(=O)C23CC4CC(CC(C4)C2)C3)cc1 (stereo not drawn)	-0.9%	i	7	-2	780	-0.46	-0.29	-0.35	0.45	5	5	-5.8%	2.9	1.5	3.9	-0.7	1115	0.06	958
COC(=O)CNC(=O)CN1c2cccc3cccc(c23)S1(=O)=O	3.1%	i	3	-9	783	-0.0067	-0.26	0.11	0.94	17	18	-5.5%	2.5	2.3	4.5	8.9	1062	0.24	1115
O=C1/C(=C/N(C(=O)c2ccco2)c2ccc(Br)cc2)Sc2ccccc21	-10%	i	4	1	653	-0.055	0.33	-0.16	0.3	23	-4	-2.4%	6.1	2.9	3.7	1.8	570	-0.08	1193

Entries shown so far containing a furan ring, fused or not:
SMILES	ER stress rescue	Autophagy HCS	Autophagy HCS cell loss 18 h	Lipid droplet	Lipid droplet cells 6.5 µM	Dynein cargo inh	Dynein cargo inh cytoplasmic EGFP	Dynein cargo inh nuclear GR-EGFP	Dynein cargo inh cell count	WT yeast gro inh	WT yeast gro inh mutant strain	XIAP displacement	MT stabilize HCS	MT stabilize HCS Hoechst-high %	MT stabilize HCS cytotoxicity %	bCat nuc transl	bCat nuc transl cell count 5 µM	Insulin prom up	Insulin prom up cell count
CCOc1ccc(NC(=S)NC2CC3CCC(C2)N3Cc2ccco2)cc1 (stereo not drawn)	-1.7%	i	5	0	639	0.15	-0.31	-0.17	0.62	12	-4	-9.1%	5.7	1.2	10	-0.5	1511	0.07	1527
O=C1/C(=C/N(C(=O)c2ccco2)c2ccc(Br)cc2)Sc2ccccc21	-10%	i	4	1	653	-0.055	0.33	-0.16	0.3	23	-4	-2.4%	6.1	2.9	3.7	1.8	570	-0.08	1193

Next section:
SMILES	ER stress rescue	Autophagy HCS	Autophagy HCS cell loss 18 h	Lipid droplet	Lipid droplet cells 6.5 µM	Dynein cargo inh	Dynein cargo inh cytoplasmic EGFP	Dynein cargo inh nuclear GR-EGFP	Dynein cargo inh cell count	WT yeast gro inh	WT yeast gro inh mutant strain	XIAP displacement	MT stabilize HCS	MT stabilize HCS Hoechst-high %	MT stabilize HCS cytotoxicity %	bCat nuc transl	bCat nuc transl cell count 5 µM	Insulin prom up	Insulin prom up cell count
COC(=O)c1ccccc1NC(=O)NCc1ccc2c(c1)OCO2	-1.1%	i	-3	0	820	-0.78	-0.24	-0.67	-0.64	-5	-13	-4.6%	3.0	1.7	3.9	0.0	1195	0	1218
CCOC(=O)c1cc2sc(C)cc2n1C(C)C(=O)OCC (stereo not drawn)	-3.0%	i	-2	-7	580	2.8	-0.19	1.9	-0.26	11	16	-2.0%	3.6	1.6	2.4	0.5	1013	1.1	1858
O=C(NCc1ccc(F)cc1)c1cc2ccccn2n1	.	i	17	8	694	-0.74	-0.16	-0.05	0.13	-7	-3	-9.2%	6.2	3.0	4.4	-1.1	1136	-1.4	1310
COc1ccc2c(CCNC(=O)Nc3ccccc3)c[nH]c2c1	5.3%	i	-21	-11	685	-0.51	-0.32	-0.44	0.82	-2	13	-1.2%	3.3	2.4	3.9	6.0	904	-0.57	1405
O=C(Nc1ccc(N2CCOCC2)cc1)c1cc(-c2ccncc2)nc2ccccc12	.	.	.	5	706	0.089	-0.29	-0.23	0.34	.	.	.	.	.	.	1.3	1239	0.43	1367
Cc1csc2nc(CNC(=O)c3ccco3)cn12	-2.7%	i	-7	2	721	0.4	-0.22	0.12	0.72	-6	-18	0.8%	2.6	1.6	1.3	-1.5	1090	-0.45	1922
CCc1ccc(C2c3[nH]c4ccccc4c3CCN2C(=O)c2ccc(=O)n(C)n2)cc1 (stereo not drawn)	1.0%	i	-15	15	697	1.1	1.1	0.49	-1.3	38	28	-2.8%	4.9	4.1	0.5	1.5	1066	-0.61	1389
Cc1ccc(Cl)c(OCCN2CCCC(C)C2)c1 (stereo not drawn)	-1.1%	i	-2	-8	638	-0.94	-0.25	-0.00067	0.42	2	25	-5.5%	6.1	2.7	5.4	3.1	465	-0.04	1212
CC1=CC(C)(C)n2c(O)c(N=NC(N)=S)c3c(C)ccc1c32	-1.8%	i	-15	34	695	0.22	-0.2	0.32	-0.45	6	-3	-3.1%	3.5	1.5	8.1	7.8	673	-1.1	1288
O=S(=O)(c1ccc(Br)cc1)n1c(Cc2ccccc2)nc2ccccc21	1.9%	i	9	10	699	-0.82	-0.19	-0.61	0.56	-12	22	-2.3%	3.3	3.8	9.5	-3.3	1293	-0.55	1462
O=C(CSc1nnc(-c2ccc(C(F)(F)F)cn2)s1)c1ccc(Cl)cc1	.	.	.	4	690	0.25	-0.23	0.075	0.41	.	.	.	.	.	.	-5.7	1267	-0.81	1348
Cc1ccnc(NS(=O)(=O)c2ccc(NC(=O)C3CCCO3)cc2)n1 (stereo not drawn)	-2.2%	i	6	.	.	-0.49	0.93	-0.019	0.076	9	-10	-4.9%	2.0	1.3	5.8	-4.8	828	-0.82	1421
COc1ccc(-c2cnc(OC(C)(C)C)nc2OC(C)(C)C)cc1OC	4.8%	i	-14	-13	774	0.15	-0.095	0.14	0.64	26	15	-7.7%	2.4	2.4	11	-6.8	1226	.	.
O=S(=O)(/N=C(/Nc1ccc(F)cc1F)c1ccccc1)c1ccccc1	-0.7%	i	4	-5	615	-0.3	-0.02	-0.33	0.69	-19	-13	-13%	3.3	1.9	4.9	2.4	1067	-0.06	1491
O=C(COc1ccc(Br)cc1Cl)Nn1cnnc1	-2.3%	i	24	3	730	-0.62	-0.021	-0.22	0.13	-7	0	-6.4%	3.9	3.1	5.0	-0.4	1106	-0.25	1207
CC(NC(=S)N1CCOCC1)c1ccccc1 (stereo not drawn)	-0.6%	i	-7	-4	625	-0.85	-0.34	-0.92	1.2	14	12	-12%	4.3	1.7	11	1.5	928	-0.09	1158
Cc1ccc(C(=O)N2CCN(c3cc(=O)[nH]nc3-c3ccccc3)CC2)cc1	1.2%	i	34	.	.	-0.36	-0.18	-0.45	0.27	4	0	-7.2%	1.6	2.4	3.7	.	.	.	.
S=C(NCCN1CCOCC1)Nc1ccc(Cl)c(Cl)c1	-0.6%	i	25	-25	481	-1.3	-0.17	-0.68	0.65	7	14	-5.5%	1.6	1.3	9.6	1.2	865	-0.18	1551
CCCN1CCN(CCCNC(=O)Cn2nc(-c3ccccc3)ccc2=O)CC1	-0.3%	i	-4	.	.	-0.86	-0.23	-0.28	0.54	-12	-7	-4.5%	4.7	1.7	6.9	2.0	746	-0.09	1527
O=C1OC(C(=O)Nc2nccs2)Cc2ccccc21 (stereo not drawn)	-1.8%	i	-1	-73	393	0.064	-0.26	0.69	0.88	3	-1	-5.1%	2.9	1.5	4.6	-1.8	1194	0.47	1007

The order is random. Share with any hit: about 4%.
